Apoferritin bind: qHTS Assay for Identification of Novel General Anesthetics. Ferritin light chain (Equus caballus), P02791. apoferritin/1-aminoanthracene competitive binding, fluorescence. Potency, µM (series often up to 77.5 µM), without a hit: at the top dose activity change, negative = displacement, actives largely listed as inhibitors. actives 0.074% (n = 350,000); also: potency is read from the fitted curve at half-maximal effect; % is scaled to controls: 0 for no effect and ±100 for the full control effect; nearly all actives have a fitted effect of over 20% in size
Target sequence (P02791 2-175 limits assumed): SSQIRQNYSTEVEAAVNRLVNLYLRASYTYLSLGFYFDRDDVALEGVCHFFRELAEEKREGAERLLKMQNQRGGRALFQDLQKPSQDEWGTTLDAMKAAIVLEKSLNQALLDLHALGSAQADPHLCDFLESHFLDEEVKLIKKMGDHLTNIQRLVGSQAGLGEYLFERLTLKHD
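In PBS, apoferritin at 10 uM is loaded with 1-AMA from a 50% saturated solution. After 10 min of compound exposure at ambient temperature, reduced 535 nm fluorescence indicates probe displacement.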
Pol beta inh: qHTS Assay for Inhibitors of DNA Polymerase Beta; Pol beta primer extension/strand displacement, fluorescence kinetic; Potency, µM (highest dose often 114 µM), for the others: top-dose activity change, negative = inhibition, actives largely listed as inhibitors; actives 1.3% (n = 340,000); also: potency is read from the fitted curve at half-maximal effect; % is scaled to controls: 0 for no effect and ±100 for the full control effect
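Preincubation: enzyme (10 nM) with compound, 15 min, RT. Reaction: substrate added to 50 nM final. Reads: 0 and 10 min. Analysis: normalized, Hill fit.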
BLM helicase inh: qHTS Assay for Inhibitors of Bloom's syndrome helicase (BLM). Potency, µM (doses to about 56.1 µM), for inactives: top-dose activity change, negative = inhibition, hits mostly inhibitors. actives 0.2% (n = 350,000). RecQ-like DNA helicase BLM (Homo sapiens), P54132. recombinant BLM DNA unwinding, fluorescence dequenching;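 also: potency is read from the fitted curve at half-maximal effect; plate controls were vehicle for no effect and no enzyme for full effect; nearly all actives have a fitted effect of over 35% in size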
GRP78 ERSR act: qHTS for Inducers of the Endoplasmic Reticulum Stress Response (ERSR) in Human Glioma: qHTS. U87-MG GRP78 promoter luciferase reporter, 16 h. Potency, µM, inactives show top-dose activation, hits mostly activators. actives 0.02% (n = 420,000). AID 602332, 2012; also: potency is read from the fitted curve at half-maximal effect; series mostly up to about 76 µM; % of control where 0% means no effect; nearly all actives have a fitted effect of over 35% in size
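Stably transfected U87-MG human glioma cells carrying a GRP78-based luminescent sensor were seeded at 1000 cells/well, pin-dosed with compounds and incubated 16 h. Luciferase reagent was then added, and end-point luminescence was read after 10 min at room temperature.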
POLH inh: qHTS for Inhibitors of Polymerase Eta | DNA polymerase eta (Homo sapiens), Q9Y253 | recombinant Pol eta, fluorescent DNA replication assay | Potency, µM (doses to about 114 µM), without a hit: top-dose activity change, negative = inhibition, hits mostly inhibitors | actives 1.2% (n = 390,000) | AID 588591, 2011; also: potency is read from the fitted curve at half-maximal effect; % is scaled to controls: 0 for no effect and ±100 for the full control effect
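Pol eta (10 nM) was preincubated with compounds for 15 min at room temperature, after which fluorescent replication substrate (50 nM final) was added to start the reaction. Fluorescence was read kinetically at 0 and 10 min.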
POLI inh: qHTS for Inhibitors of Polymerase Iota; AID 588590, 2011; Pol iota fluorescent replication assay, 10 min; DNA polymerase iota (Homo sapiens), Q9UNA4; actives 1% (n = 390,000); Potency, µM (top dose mostly 115 µM), for inactives: top-dose activity, negative = inhibition, usual class: inhibitors; also: potency is read from the fitted curve at half-maximal effect
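Pol iota at 10 nM preincubated 15 min with compounds at room temperature; reaction started with fluorescent substrate, 50 nM final. Fluorescence read kinetically at 0 and 10 min; buffer-only wells as negative control.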
APEX1 inh: qHTS Assay for Inhibitors of the Human Apurinic/apyrimidinic Endonuclease 1 (APE1); DNA repair nuclease/redox regulator APEX1 (Homo sapiens), P27695; recombinant APE1, TAMRA/BHQ-2 abasic DNA cleavage fluorescence; Potency, µM (doses to about 65.8 µM), inactives show at the highest dose activity change, negative = inhibition, most hits filed as inhibitors; actives 0.35% (n = 350,000); AID 2517, 2012;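 also: potency is read from the fitted curve at half-maximal effect; plate controls were vehicle for no effect and reference inhibitor for full effect; nearly all actives have a fitted effect of over 55% in size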
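Kinetic fluorescence read (525 ex/598 em nm, three reads 60 s apart) of AP-site incision; signal = third minus first read. Enzyme 0.75 nM, dual-labelled THF duplex 50 nM, compound preincubation 15 min RT.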
LDHA inh: qHTS assay for inhibitors of human lactate dehydrogenase; L-lactate dehydrogenase A chain (Homo sapiens), P00338; purified LDHA, NADH/diaphorase-resazurin fluorescence; stronger effect = lower value; activity change, % (values are at about 110 or 230 µM); actives 0.15% (n = 480,000); in the data active = activity change below about -30%; inconclusive = mostly about -25% to -30%;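 also: plate controls were DMSO wells for no effect and wells without enzyme for full effect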
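Enzyme activity of human lactate dehydrogenase 5 (2 nM; 0.06 mM NADH, 0.2 mM pyruvate, 5 min, RT) is measured via a resazurin/diaphorase fluorescence readout of residual NADH.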
Pol kappa inh: qHTS for Inhibitors of Polymerase Kappa; purified Pol kappa, fluorescent DNA synthesis assay, 10 min; Potency, µM (doses to about 107 µM), for the others: at the highest dose activity, negative = inhibition, usual class: inhibitors; actives 0.53% (n = 400,000); also: potency is read from the fitted curve at half-maximal effect; % is scaled to controls: 0 for no effect and ±100 for the full control effect
Target sequence (Q9UBT6 whole entry, looked up): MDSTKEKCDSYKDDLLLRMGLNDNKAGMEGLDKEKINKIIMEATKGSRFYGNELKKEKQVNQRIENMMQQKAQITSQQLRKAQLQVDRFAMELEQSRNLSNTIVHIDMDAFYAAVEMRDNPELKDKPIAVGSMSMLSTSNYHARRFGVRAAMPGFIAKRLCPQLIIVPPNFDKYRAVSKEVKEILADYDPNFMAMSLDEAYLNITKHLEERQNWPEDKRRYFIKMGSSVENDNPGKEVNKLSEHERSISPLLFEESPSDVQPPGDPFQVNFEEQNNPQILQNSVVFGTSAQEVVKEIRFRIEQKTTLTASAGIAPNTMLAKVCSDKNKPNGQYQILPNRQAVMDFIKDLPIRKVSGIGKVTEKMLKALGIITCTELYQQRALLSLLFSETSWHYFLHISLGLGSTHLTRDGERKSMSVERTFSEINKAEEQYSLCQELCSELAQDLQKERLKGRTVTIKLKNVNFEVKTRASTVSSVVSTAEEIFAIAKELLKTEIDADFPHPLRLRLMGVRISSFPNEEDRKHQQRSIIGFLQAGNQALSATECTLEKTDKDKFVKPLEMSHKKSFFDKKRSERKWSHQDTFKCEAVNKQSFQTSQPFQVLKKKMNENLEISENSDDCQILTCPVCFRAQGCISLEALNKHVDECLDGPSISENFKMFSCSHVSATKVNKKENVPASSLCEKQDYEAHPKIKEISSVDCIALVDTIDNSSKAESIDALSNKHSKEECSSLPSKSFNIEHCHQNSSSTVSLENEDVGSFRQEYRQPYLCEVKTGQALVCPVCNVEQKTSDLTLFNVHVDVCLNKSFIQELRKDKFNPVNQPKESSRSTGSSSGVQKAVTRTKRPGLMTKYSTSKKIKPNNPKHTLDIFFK
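Here, compound and 10 nM enzyme are combined for 15 min at room temperature; adding 50 nM substrate (final) starts DNA synthesis, tracked by fluorescence at 0 and 10 min against buffer-only wells.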
An asterisk follows results filed as active; ? = inconclusive; . = no result given; [ ] = dose if it differs, or a comment. Unless noted, calls follow the shape of the dose curve; as a rule, active = well fitted curve in the direction sought with a large enough effect; inconclusive = small, poorly fitted or top-dose-only effect, or another doubt; inactive = no such curve, though single readings can be large; an effect the other way counts as inactive or inconclusive.

#	SMILES	Apoferritin bind	Pol beta inh	BLM helicase inh	GRP78 ERSR act	POLH inh	POLI inh	APEX1 inh	LDHA inh	Pol kappa inh
1	Cc1cc(N2CCN(C/C=C/c3ccccc3)CC2)n2ncnc2n1	-6%	22%	1%	-2%	-10%	37%[activator]	-3%	-1	1%[60.1 µM]
2	COc1ccccc1NC(=O)CSc1nnnn1-c1ccc(C(=O)O)cc1	-11%	8%	-3%	-3%	-21%	112%[activator]	4%	1	2%
3	O=C(C[n+]1ccccc1)Nc1nc2ccccc2s1	7%	30%	-3%	-1%	-8%	-12%	21%	-5	0%
4	CNC(=O)C1CCC(Cn2c(=O)c3sccc3n(CC(=O)N3CCCC3)c2=O)CC1 (configuration not stated)	1%	-1%	-1%	0%	-13%	3%	.	-6	-27%
5	COc1ccc(OCCOC(=O)CNC(=O)c2ccc(Cl)cc2Cl)cc1	.	.	.	-3%	-17%	15%	56%	6	-10%
6	CCOc1ccc(CC(=O)Nc2cccc(-c3nc4cccnc4s3)c2C)cc1	-11%	22%	-3%	-4%	14%	-3%	.	-1	-13%
7	Cc1onc(-c2ccccc2)c1C(=O)Nc1nnc(CC(C)C)s1	-2%	62%	0%	-6%	1%	10%	-2%	-3	-3%
8	CC(C)C[C@H](NC(=O)N1c2ccccc2NC(=O)[C@@H]1C(C)C)C(=O)N[C@@H](Cc1ccccc1)C(=O)O	-6%	-1%	-2%	6%	-24%	39%[activator]	-10%	-5	4%

The closing 2 compounds of the part above come first, to join the parts.
#	SMILES	Apoferritin bind	Pol beta inh	BLM helicase inh	GRP78 ERSR act	POLH inh	POLI inh	APEX1 inh	LDHA inh	Pol kappa inh
7	Cc1onc(-c2ccccc2)c1C(=O)Nc1nnc(CC(C)C)s1	-2%	62%	0%	-6%	1%	10%	-2%	-3	-3%
8	CC(C)C[C@H](NC(=O)N1c2ccccc2NC(=O)[C@@H]1C(C)C)C(=O)N[C@@H](Cc1ccccc1)C(=O)O	-6%	-1%	-2%	6%	-24%	39%[activator]	-10%	-5	4%
9	CC(C)c1nnc(NC(=O)c2cccnc2)s1	-8%	-4%	-11%	4%	-3%	-4%	-2%	-2	-18%
10	CCN1CCN(c2ccc(NC(=O)c3cccnc3)cc2Cl)CC1	-15%	3%	-3%	-4%	7%	9%	-4%	-3	-8%
11	C[C@H](CO)N1C[C@H](C)[C@@H](CN(C)S(C)(=O)=O)Oc2ccc(NC(=O)NC3CCCCC3)cc2C1=O	.	.	.	-2%	-19%	17%	14%	-6	2%
12	CN1CCN(c2nc(-c3ccc(Cl)cc3)nc3ccccc23)CC1	5%	21%	45%[activator]	-3%	-24%	129%[activator]	-8%	-2	-3%
13	CC(=O)c1cc(-c2ccccc2)n(CC(=O)NCc2cccs2)c1C	-2%	14%	-3%	-4%	-2%	7%	0%	-4	-5%
14	COC(=O)c1cc(Cl)c(NS(=O)(=O)c2ccccc2)cc1OC	-3%	-24%	1%	-1%	-1%	-9%	14%	-9	-22%
15	CC(C)(C)CC(=O)Nc1ccc(Nc2ccccc2)cc1	8.9µM*	-16%	-3%	5%	-4%	20%	-5%	-1	-6%
16	O=C(Cc1ccc(S(=O)(=O)N2CCOCC2)s1)N1CCN(S(=O)(=O)c2cccc(Cl)c2)CC1	.	.	.	-5%	-6%	-12%	-16%	-6	0%
17	O=C(NCC(c1cccnc1)N1CCOCC1)C(=O)Nc1ccc(F)cc1 (configuration not stated)	-10%	12%	-4%	0%	-4%	-6%	.	-9	-11%
18	CCOC(=O)N1CCC(Nc2c(OCC)c(=O)c2=O)CC1	-1%	13%	-1%	0%	-19%	27%	-6%	-16	-5%
19	COc1ccc(-n2cnnc2SCC(=O)Nc2cc(S(=O)(=O)N3CCCCC3)ccc2C)cc1	-13%	38%	-3%	-5%	-22%	27%	0%	-9	-14%
20	Cc1ccccc1/C=N/N1CCN(c2ccccc2)CC1	-18%	-5%	-7%	2%	-17%	-9%	-2%	-9	-6%
21	COC(=O)c1ccc(COc2cc(O)c3c(c2)OC(C)(C)CC3=O)cc1	-19%	-2%	-7%	-1%	-1%	-1%	-7%	-4	-5%
22	Cc1cc(NS(=O)(=O)c2ccccc2)c([N+](=O)[O-])cc1C	-13%	11%	-2%	-4%	-10%	3%	20%	-6	-9%
23	CCOC(=O)N1CCN(C(=O)c2ccccc2NC(=O)c2ccc(OC)cc2)CC1	5%	12%	-5%	-5%	-1%	24%	1%	-2	-2%
24	CCOC(=O)[C@H]1[C@H]2COc3ccc(Cl)cc3[C@@H]2N2C(=O)[C@@H](CO)NC(=O)[C@@]12C	.	.	.	-5%	-13%	22%	22%	0	7%
25	COc1cccc(CN(C)C(=O)c2cccc(S(=O)(=O)N3CCN(c4ccccc4)CC3)c2)c1OC	.	.	.	-5%	-3%	-18%	.	-4	-8%
26	CC(C)(C)c1ccc(N/N=C(\C#N)S(=O)(=O)C(C)(C)C)cc1	?	12%	-1%	-4%	-25%	13%	-9%	-1	5%
27	CCc1cccc(CC)c1C(O)c1cccnc1 (configuration not stated)	-16%	-1%	-6%	-7%	-12%	-14%	-3%	-5	-4%
28	O=C(c1ccc(=O)oc1)N1CCCc2ccccc21	-15%	-101%	?	-7%	3.5µM*	13µM*	32µM*	11	20µM*
29	Cc1ccc(NC(=S)Nc2ccc(S(=O)(=O)Nc3ncccn3)cc2)cc1Cl	5%	15%	-4%	.	.	.	2%	.	.
30	COC(=O)CC1C(C)(C)C(O)C2CC3=C4CC(O)OC(c5ccoc5)[C@]4(C)CCC3[C@@]1(C)C2=O (some centres not stated)	-11%	.	3%	1%	.	.	-2%	.	-6%[60.1 µM]
31	CC(C)(C)OC(=O)N1CCC(c2c(C(=O)NCc3ccccc3)cnn2-c2cccc(F)c2)CC1	?	-25%	-8%	-2%	-14%	-5%	.	-4	-14%
32	CC1CCN(C(=O)COC(=O)c2cc3ccccc3cc2O)CC1	?	3%	-6%	-6%	-4%	40%[activator]	0%	6	-15%
33	O=C(Nc1cccnc1Cl)c1cc(-c2ccc(Br)cc2)on1	10%	-21%	-1%	0%	-15%	79%[activator]	80%[activator]	0	9%
34	O=C(O)c1cccc(CN2C(=O)S/C(=C/c3cccc([N+](=O)[O-])c3)C2=O)c1	-8%	-9%	-17%	-5%	79µM*	?	0%	0	-4%
35	CC(=O)Nc1ccc(C(=O)CSc2nnc(C)o2)cc1	-9%	1%	-1%	-2%	-6%	6%	2%	-9	-8%
36	Cc1ccc(NC(=O)Nn2cnnc2)cc1Cl	?	11%	0%	4%	-1%	27%	5%	-4	-10%
37	COc1ccc(/C=N/Nc2nc(-c3ccc(Cl)cc3)cc(C(F)(F)F)n2)cc1OC	?	0%	-10%	2%	-30%	16%	-4%	2	-14%
38	COc1ccc(CCNC(=O)c2ccc(CS(=O)Cc3ccc(C)cc3)o2)cc1OC (configuration not stated)	16%	38%	2%	2%	0%	6%	-4%	-3	-9%
39	Cc1ccccc1NC(=O)CSc1nnc(Cc2cccn2C)n1-c1ccc(F)cc1	-9%	0%	-6%	-1%	-11%	7%	1%	0	-3%
40	COc1ccccc1NCC(=O)N/N=C/C=C/c1ccccc1	-11%	?	-2%	-2%	-16%	8%	1%	3	-29%
41	COc1cc(/C=N/Nc2nc(C)cc(=O)[nH]2)cc(OC)c1O	8%	39%	-6%	-6%	-15%	1%	-14%	5	-14%
42	COc1cc(NC(=O)C2CC2)c(OC)cc1NC(=O)c1ccco1	-1%	4%	-2%	-2%	-22%	40%[activator]	6%	-3	1%
43	O=C(CSc1ccccc1)Nc1ccc2sccc2c1	-23%	20%	-3%	7%	-13%	10%	28%	-3	-8%
44	C=CCn1c(SCC(=O)Nc2ccccc2-c2ccccc2)nc2cc(C(=O)O)ccc2c1=O	-14%	1%	-3%	-4%	-10%	17%	3%	-1	7%
45	O=c1c(-c2ccccc2Cl)coc2c(CN3CCCCC3)c(O)ccc12	65%[activator]	?	-3%	-2%	-5%	4%	35%	1	22%
46	COc1ccc(-c2nnc(SCC(=O)NC3CCCC3)n2C)cc1	-1%	-14%	-5%	6%	-26%	125%[activator]	33%	-8	-1%
47	COc1ccccc1C(=O)NCCC(=O)Nc1ccc(S(=O)(=O)N2C(C)CCCC2C)cc1 (configuration not stated)	.	.	.	-4%	-18%	32%[activator]	-6%	-1	-3%

Entries above with an aryl thioether with sulfur outside any ring, in the order listed:
#	SMILES	Apoferritin bind	Pol beta inh	BLM helicase inh	GRP78 ERSR act	POLH inh	POLI inh	APEX1 inh	LDHA inh	Pol kappa inh
2	COc1ccccc1NC(=O)CSc1nnnn1-c1ccc(C(=O)O)cc1	-11%	8%	-3%	-3%	-21%	112%[activator]	4%	1	2%
19	COc1ccc(-n2cnnc2SCC(=O)Nc2cc(S(=O)(=O)N3CCCCC3)ccc2C)cc1	-13%	38%	-3%	-5%	-22%	27%	0%	-9	-14%
35	CC(=O)Nc1ccc(C(=O)CSc2nnc(C)o2)cc1	-9%	1%	-1%	-2%	-6%	6%	2%	-9	-8%
39	Cc1ccccc1NC(=O)CSc1nnc(Cc2cccn2C)n1-c1ccc(F)cc1	-9%	0%	-6%	-1%	-11%	7%	1%	0	-3%
43	O=C(CSc1ccccc1)Nc1ccc2sccc2c1	-23%	20%	-3%	7%	-13%	10%	28%	-3	-8%
44	C=CCn1c(SCC(=O)Nc2ccccc2-c2ccccc2)nc2cc(C(=O)O)ccc2c1=O	-14%	1%	-3%	-4%	-10%	17%	3%	-1	7%
46	COc1ccc(-c2nnc(SCC(=O)NC3CCCC3)n2C)cc1	-1%	-14%	-5%	6%	-26%	125%[activator]	33%	-8	-1%

Some of the compounds tested. The share of hits here may be higher or lower than overall.
